# V-ATPase pHluor = yeast V-ATPase proton transport regulation by pHLuorin; 350,000 compounds, 0.37% hits; S. cerevisiae, pHLuorin cytosolic pH fluorescence; response, % at 10 µM; in the data active means response mostly above about 7.3%, no sharp cut-off; inactive means mostly below about 5.4%; further: actives read high; inactives centre near 0; some compounds called inactive have numbers as strong as hits; reference of the scale not given here
# LANA DNA inh = blocks KSHV LANA C-terminal domain binding to DNA | MBP-C-LANA/FAM-LBS DNA binding, fluorescence polarization | inhibition, % at 9 µM | 340,000 compounds, 0.078% hits | AID 504423;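 active means highest replicate inhibition at or above 60% at 9 µM, even if other replicates fall short; inactive means all replicates below 60% inhibition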;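 further: 0% = neutral control wells and 100% = 4 µM acridine orange control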
# OPRM1-OPRD1 ag = agonists of human mu-delta opioid receptor heterodimerization. activation, % at 9.3 µM. 340,000 compounds, 0.3% hits. cells, OPRM1-OPRD1 heterodimerization, luminescence; in the data active means activation above about 18%;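 further: 0% = vehicle-treated cells and 100% = reference agonist; values of inactives mirror those of a sister screen read the other way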
# Cardiac RTF inh = cardiac RTF calcium desensitization; inhibition, % at 7.15 µM; 340,000 compounds, 0.12% hits; IANBD-labeled cardiac RTF, Ca2+ fluorescence;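 active means inhibition above the mean inhibition of all tested compounds plus 3 SD, cut at about 17% in these data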;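 further: assay run at fixed EC70 calcium of 1.6 mM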
# RTF Ca sens act = increases calcium sensitivity of human cardiac regulated thin filaments; AID 493008; activation, % at 7.2 µM; IANBD-labeled TnC RTF fluorescence at EC20 calcium; 0% EC20 calcium, 100% full calcium; P19429+P45379; 340,000 compounds, 0.24% hits;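 active means activation above the mean over all tested compounds plus 3 SD, cut at about 30% in these data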;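 further: rise in fluorescence read as greater calcium sensitivity of cardiac thin filaments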
# Wnt act = activates Wnt/beta-catenin signaling in a reporter cell assay | activator, plate reader | activation, % at 9.35 µM | 300,000 compounds, 1.2% hits | AID 743398; in the data active means activation above about 30%, passing the limit was not always enough;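 further: 0% = neutral control wells and 100% = positive control wells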
# Arr AP2 block = human beta-arrestin and AP2 interaction inhibition; FITC-arrestin peptide / GST-AP2 beads, flow cytometry; AP2 beta2 appendage carries R879A mutation; inhibition, % at 10 µM; 340,000 compounds, 0.31% hits; AID 504490;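 active means inhibition above a set limit, near 3 SD of compounds lacking own fluorescence, cut at about 54% in these data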;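 further: plate controls were DMSO wells for no effect and 5 µM unlabelled arrestin peptide for full effect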
#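 System: GST-AP2 R879A bound to glutathione beads, E. coli-expressed. Also added: 50 nM FITC-arrestin peptide. Schedule: compound with beads 12 min RT, then probe 1 h RT. Signal: bead flow cytometry, FITC channel. Read-out basis: percent response.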
# Keap1-Nrf2 PPI = disrupts human Keap1 binding to Nrf2 peptide. Q14145. Keap1 Kelch-Nrf2 peptide fluorescence polarization, 1536-well. inhibition, % at 9.4 µM. 340,000 compounds, 0.15% hits; in the data active means inhibition above about 12%;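 further: human Keap1 Kelch domain with fluorescein labeled Nrf2 9mer peptide probe; 0% = neutral control wells and 100% = peptide positive control; higher means more block of Keap1 binding to Nrf2 peptide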
# DSG3 Ab inh = human desmoglein-3 autoantibody binding inhibition; 310,000 compounds, 0.48% hits; binding (percent of control), % at 10 µM; DSG3-coupled beads, scFv-anti-DSG3-GFP binding, flow cytometry; stronger effect = lower value; AID 588358;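 active means binding more than 3 SD below its plate's average and above zero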;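 further: hits lower antibody fragment binding to DSG3; some compounds called inactive have numbers as strong as hits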
# Target sequence (P32926 whole entry, looked up, the tested form may be a part): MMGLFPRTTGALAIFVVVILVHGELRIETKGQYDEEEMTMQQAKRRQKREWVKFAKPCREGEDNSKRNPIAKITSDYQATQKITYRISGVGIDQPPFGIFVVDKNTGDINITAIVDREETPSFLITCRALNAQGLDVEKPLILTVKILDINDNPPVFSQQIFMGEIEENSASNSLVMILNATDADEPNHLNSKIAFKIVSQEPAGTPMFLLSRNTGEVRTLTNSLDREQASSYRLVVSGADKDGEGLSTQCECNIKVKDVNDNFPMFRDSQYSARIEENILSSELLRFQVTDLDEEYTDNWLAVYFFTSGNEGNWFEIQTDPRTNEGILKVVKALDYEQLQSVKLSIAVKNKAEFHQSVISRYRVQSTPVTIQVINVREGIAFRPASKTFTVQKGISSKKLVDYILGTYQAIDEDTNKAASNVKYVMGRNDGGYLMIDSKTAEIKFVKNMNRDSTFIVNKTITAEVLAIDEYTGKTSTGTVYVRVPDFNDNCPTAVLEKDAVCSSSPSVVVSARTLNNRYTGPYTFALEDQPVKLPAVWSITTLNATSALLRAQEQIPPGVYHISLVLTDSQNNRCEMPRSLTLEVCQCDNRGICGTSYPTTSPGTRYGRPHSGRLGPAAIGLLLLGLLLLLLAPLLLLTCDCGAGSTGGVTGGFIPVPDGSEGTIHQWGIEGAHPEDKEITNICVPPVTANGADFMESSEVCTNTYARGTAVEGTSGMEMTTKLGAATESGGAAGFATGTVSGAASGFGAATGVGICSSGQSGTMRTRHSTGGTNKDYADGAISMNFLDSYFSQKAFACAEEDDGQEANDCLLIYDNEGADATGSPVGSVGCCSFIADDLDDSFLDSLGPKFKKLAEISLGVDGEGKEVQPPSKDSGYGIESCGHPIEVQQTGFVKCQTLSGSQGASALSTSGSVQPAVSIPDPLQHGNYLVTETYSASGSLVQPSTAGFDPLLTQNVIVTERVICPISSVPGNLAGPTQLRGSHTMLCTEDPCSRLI
# MOR-DOR inv ag = inverse agonist of human OPRM1-OPRD1 heterodimerization. cell-based MOR-DOR heterodimer luminescence, inverse agonism. inhibition, % at 9.3 µM. 340,000 compounds, 0.21% hits; in the data active means inhibition above about 22%, passing the limit was not always enough;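 further: 0% = cells with DMSO and 100% = wells without cells with DMSO; values of inactives mirror those of a sister screen read the other way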
# * = called active by the depositor; i = inactive; . = not tested or not shown. Compounds were not picked by outcome; overall some 3.1% were active at least once.
SMILES	V-ATPase pHluor	LANA DNA inh	OPRM1-OPRD1 ag	Cardiac RTF inh	RTF Ca sens act	Wnt act	Arr AP2 block	Keap1-Nrf2 PPI	DSG3 Ab inh	MOR-DOR inv ag
CCN(CC)S(=O)(=O)c1ccc(NC(=O)c2ccc(N(C)S(C)(=O)=O)cc2)cc1	0	-0.4	4.6	1	-4	-5	-8	3	.	-19
COCCN(C(=O)C1CC(=O)N(Cc2ccccc2)C1)c1nc(-c2ccc([N+](=O)[O-])cc2)cs1 (stereo not drawn)	0	2.3	127*	-2	0	7	45	-3	96	i
COC(=O)c1cc(S(=O)(=O)NCc2ccccc2Cl)c[nH]1	1	1.0	-1.8	-5	7	.	4	4	97	11
Cc1cccnc1NC(=O)C1CCCN(S(=O)(=O)c2ccc3c(c2)oc(=O)n3C)C1 (stereo not drawn)	3	0.4	-1.4	-5	0	-3	-5	2	104	9
O=C(c1ccc(NS(=O)(=O)c2ccc(F)cc2)cc1)N1CCCCC1	-3	-0.2	1.1	3	0	-1	26	7	103	-7
O=C(c1ccc(N2CCOCC2)cc1[N+](=O)[O-])N1CCOCC1	0	0.1	.	.	.	-1	-18	5	96	.
COc1ccc(Cl)cc1NC(=O)C(=O)NCc1ccncc1	3	-2.5	-0.8	4	0	-9	20	-4	112	5
COc1ccc(Nc2nc(NCC3CCCO3)c3ccccc3n2)c(OC)c1 (stereo not drawn)	-5	-0.5	2.3	0	11	5	-8	-4	115	-12
CC(C)c1ccc(NC(=O)COC(=O)CC2CCCC2)cc1	1	-0.9	5.2	-3	-1	2	-3	2	.	-21
C=CC1=C(C(=O)O)N2C(=O)[C@@H](NC(=O)/C(=N\OCC(=O)O)c3csc(N)n3)[C@H]2SC1	11	23	-0.6	3	-2	-2	3	-1	71*	3
CN(C)c1ccc(NC(=O)COC(=O)Cn2nnc3ccccc32)cc1	2	-0.4	-0.7	-6	-4	.	61*	4	136	4
O=C(O)CCCNc1n[nH]c(=O)[nH]c1=O	-2	-0.1	-1.2	-5	4	.	2	-2	104	6
Cc1ccc(COc2ccc3c(c2)OCO3)cc1	0	-1.1	3.0	5	2	33*	11	-2	107	-17
CC(C)(C)OC(=O)NOCC(=O)N(CC(=O)c1ccccc1)Cc1ccccc1	5	-1.5	-1.0	-6	10	-3	-7	3	102	5
N#Cc1cncc(-c2ccc3c(c2)OCCOCCOCCOCCOCCO3)n1	-2	-1.4	-0.6	6	3	-1	2	2	107	4
O=C(N/N=C/c1cccc(F)c1)c1c(O)c2c([nH]c1=O)CCCC2	-1	1.5	-0.3	0	-2	.	28	-2	.	1
CCN1CCN(Cc2c(O)c(Cl)cc3c(C)cc(=O)oc23)CC1	-1	0.5	-1.3	-4	6	.	3	0	102	7
CCOC(=O)c1cc2sc(C)cc2n1CC(=O)N(CC)CC	1	0.6	-1.7	1	-5	.	18	0	101	9
O=C1NC(Cc2c[nH]c3ccccc23)C(=O)N1Cc1ccccc1 (stereo not drawn)	-3	-0.1	0.4	0	-1	-8	3	-2	99	-3
COc1cc(C(=O)NCc2ccccc2)cc(Br)c1OC	4	-0.4	-2.1	5	-5	-2	6	5	102	10
COc1ccc(Cc2nc3ccc(C(=O)N(C)CCc4cnn(C)c4)cc3o2)cc1OC	3	-0.5	-0.2	1	-1	-1	-3	4	110	1
CCCCN(C)CCNC(=O)c1cc2c(=O)[nH]c3ccccc3c2n1C	-1	-0.6	-1.8	0	-2	-1	6	-9	.	9
CN1C(=O)/C(=C\c2cc(N=Nc3ccccc3)ccc2O)SC1=S	0	0.4	-2.3	7	-7	.	23	-2	99	13
CC(C)Nc1ncnc2c1nnn2Cc1ccccc1	1	1.8	-1.3	-11	-9	-1	-1	3	.	8
Fc1ccc(-c2nnc(-n3nnc4ccccc43)c3ccccc23)cc1	1	-0.3	-1.5	7	1	-2	6	-2	100	7
COc1ccc(S(=O)(=O)Cc2ccc(C(=O)NCc3ccccc3OC)o2)cc1	1	0.0	-0.8	10	2	-2	10	-5	123	4
CN1C(=O)/C(=C\c2ccc(-c3ccccc3)o2)SC1=S	4	0.2	-2.6	-7	7	4	21	-8	107	12
Cc1ccc(NS(=O)(=O)c2ccc(Cl)s2)cc1S(=O)(=O)N(C)C	1	-0.4	-1.4	7	4	0	21	0	102	8
CCOC(=O)c1c(C)n(O)c2ccc(Cl)cc2c1=O	-7	1.6	-2.2	2	-3	.	7	-2	98	11
O=C(Cc1ccccc1)NCc1ccccn1	4	1.1	-0.8	8	4	-2	12	-5	104	4

# Among those listed so far, 5 contain a Cl atom.
SMILES	V-ATPase pHluor	LANA DNA inh	OPRM1-OPRD1 ag	Cardiac RTF inh	RTF Ca sens act	Wnt act	Arr AP2 block	Keap1-Nrf2 PPI	DSG3 Ab inh	MOR-DOR inv ag
COC(=O)c1cc(S(=O)(=O)NCc2ccccc2Cl)c[nH]1	1	1.0	-1.8	-5	7	.	4	4	97	11
COc1ccc(Cl)cc1NC(=O)C(=O)NCc1ccncc1	3	-2.5	-0.8	4	0	-9	20	-4	112	5
CCN1CCN(Cc2c(O)c(Cl)cc3c(C)cc(=O)oc23)CC1	-1	0.5	-1.3	-4	6	.	3	0	102	7
Cc1ccc(NS(=O)(=O)c2ccc(Cl)s2)cc1S(=O)(=O)N(C)C	1	-0.4	-1.4	7	4	0	21	0	102	8
CCOC(=O)c1c(C)n(O)c2ccc(Cl)cc2c1=O	-7	1.6	-2.2	2	-3	.	7	-2	98	11

# Next section
SMILES	V-ATPase pHluor	LANA DNA inh	OPRM1-OPRD1 ag	Cardiac RTF inh	RTF Ca sens act	Wnt act	Arr AP2 block	Keap1-Nrf2 PPI	DSG3 Ab inh	MOR-DOR inv ag
CC(=O)OC1[C@H](Oc2c(O)c(C)c3c4c2[C@@H](C)CC[C@@H]4[C@@H](C)C[C@@H]3C=C(C)C)OC[C@@H](O)[C@@H]1O (stereo partly drawn)	-4	-0.1	8.5	3	-7	-3	10	2	101	-48
CCc1ccc(NC(=O)CSc2nc3[nH]ncc3c(=O)[nH]2)cc1	0	0.1	0.0	-19	2	0	4	-9	89	0
CN(C)CCN(Cc1ccco1)C(=O)c1cc2c(Cl)nc3ccccc3c2s1	-2	-1.9	1.7	-17	-1	0	-3	1	107	-13
COc1ccc(/C(C)=N/NC(=O)c2ccc(NS(=O)(=O)c3cccs3)cc2)cc1	1	2.2	0.0	-6	3	0	29	-6	109	0
CCNc1ncnc2c1cnn2C1CCCCO1 (stereo not drawn)	-5	1.1	-3.3	0	3	0	-11	-1	110	16
O=C(CCSCCC(=O)NCc1cccs1)NCc1cccs1	0	-3.3	-3.1	-8	5	-1	-10	-3	106	18
CCN(CC)C1Oc2cc3c(cc2C(c2cc(OC)c(OC)c(OC)c2)C1C)OCO3 (stereo not drawn)	-34	0.3	-2.0	-4	-8	-4	21	0	95	10
O=C(CN1C(=O)NC2(CCCc3ccccc32)C1=O)NCc1ccco1 (stereo not drawn)	-6	-0.4	-2.3	0	3	.	-2	1	107	13
Cn1c(=O)n(C)c2cc(NS(=O)(=O)c3cccs3)ccc21	2	-0.4	-2.9	7	1	1	8	7	100	14
CC1CC(C)CN(C(=O)CNC(=O)Cn2ccc3ccccc3c2=O)C1 (stereo not drawn)	-2	-0.6	-1.1	-4	2	1	-5	2	90	6
O=C(CSc1nnnn1-c1ccc2c(c1)OCCO2)c1cccc2c1OCCO2	-2	-0.7	-0.8	-4	1	.	-1	-4	83	5
CCn1c(N)c(C(=O)COC(=O)CCc2nc3ccccc3c(=O)[nH]2)c(=O)[nH]c1=O	-2	-0.6	0.1	0	5	-1	15	-4	.	-1
Cc1ccccc1C(=O)c1cccn1CC(=O)NCCCN1CCCCC1	1	-1.5	-1.8	2	5	-1	2	-4	106	9
O=C1c2ccccc2C(=O)N1CCc1ccccc1	3	-2.9	-2.8	-3	2	0	7	1	109	14
CN(Cc1nc(-c2cnccn2)no1)Cc1cccc2ccccc12	0	1.8	-2.5	0	-1	-1	-2	0	93	13

# Part of the list above in another layout.
# Results follow in this order: V-ATPase pHluor | LANA DNA inh | OPRM1-OPRD1 ag | Cardiac RTF inh | RTF Ca sens act | Wnt act | Arr AP2 block | Keap1-Nrf2 PPI | DSG3 Ab inh | MOR-DOR inv ag
- Cn1c(=O)n(C)c2cc(NS(=O)(=O)c3cccs3)ccc21
  2 | -0.4 | -2.9 | 7 | 1 | 1 | 8 | 7 | 100 | 14
- CC(=O)OC1[C@H](Oc2c(O)c(C)c3c4c2[C@@H](C)CC[C@@H]4[C@@H](C)C[C@@H]3C=C(C)C)OC[C@@H](O)[C@@H]1O (stereo partly drawn)
  -4 | -0.1 | 8.5 | 3 | -7 | -3 | 10 | 2 | 101 | -48

# Continued:
SMILES	V-ATPase pHluor	LANA DNA inh	OPRM1-OPRD1 ag	Cardiac RTF inh	RTF Ca sens act	Wnt act	Arr AP2 block	Keap1-Nrf2 PPI	DSG3 Ab inh	MOR-DOR inv ag
CCOC(=O)c1sc(NC(=O)c2cccc(S(=O)(=O)N3c4ccccc4CC3C)c2)cc1C (stereo not drawn)	-2	1.5	-1.2	-6	1	-1	22	1	104	6
O=C(CCC(=O)N(CC(=O)NC1CCCCC1)Cc1ccco1)Nc1nccs1	0	-0.3	-2.8	-8	-1	.	-5	-1	.	12
COc1ccc(N2CC(O)=C(c3nc(-c4ccc(Br)cc4)cs3)C2=N)cc1	-1	1.2	0.9	-2	0	1	20	-3	95	-5
COC(=O)c1c(-c2ccccc2)csc1N	-2	0.0	-1.7	6	-6	.	24	1	101	9
CCCCc1c(C)[nH]c2nc3ccccc3n2c1=O	3	-0.6	1.6	-1	5	13	11	-4	112	-8
Cn1c(N)c(C(=O)CSc2nnc3n2CCCCC3)c(=O)n(C)c1=O	3	0.9	-3.5	-2	-2	5	-8	0	106	14
O=C(CSc1nc(O)c(Cc2ccccc2)c(=O)[nH]1)Nc1nc2c(s1)CCCC2	-1	0.6	-1.2	9	0	1	20	0	103	6
CCOC(=O)C1CCN(S(=O)(=O)c2ccc(OCC(=O)OC)cc2)CC1	2	0.0	-2.3	12	-3	.	-2	-4	101	13
COc1ccc(CCNC(=O)C2=CCN(S(=O)(=O)c3ccc(F)cc3)CC2)cc1OC	2	-0.9	-2.6	-3	3	-2	5	-9	108	13
O=c1c(-c2ccnn2-c2ccccc2F)cnc2n1CCS2	4	-0.5	-0.8	-9	-3	0	5	3	103	4
O=C(NCc1ccccn1)c1ccc(NS(=O)(=O)c2cccc(Cl)c2)cc1	0	-0.9	-3.4	6	-6	-2	3	1	119	19
Cn1cc(S(=O)(=O)CC(=O)Nc2ccc(Br)cc2)c2ccccc21	-3	-1.2	-1.3	-2	6	-5	7	-2	102	7
O=C1CCCC(O)=C1C(C#Cc1ccccc1)C1=C(O)CCCC1=O	3	-0.1	3.9	0	-6	.	17	-8	104	-19

# Entries shown so far with a COOH group (two):
SMILES	V-ATPase pHluor	LANA DNA inh	OPRM1-OPRD1 ag	Cardiac RTF inh	RTF Ca sens act	Wnt act	Arr AP2 block	Keap1-Nrf2 PPI	DSG3 Ab inh	MOR-DOR inv ag
C=CC1=C(C(=O)O)N2C(=O)[C@@H](NC(=O)/C(=N\OCC(=O)O)c3csc(N)n3)[C@H]2SC1	11	23	-0.6	3	-2	-2	3	-1	71*	3
O=C(O)CCCNc1n[nH]c(=O)[nH]c1=O	-2	-0.1	-1.2	-5	4	.	2	-2	104	6

# From PubChem BioAssay
